LANA DNA inh = blocks KSHV LANA C-terminal domain binding to DNA; inhibition, % at 9 µM; MBP-C-LANA/FAM-LBS DNA binding, fluorescence polarization; 340,000 compounds, 0.078% hits;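 active = highest replicate inhibition at or above 60% at 9 µM, even if other replicates fall short; inactive = all replicates below 60% inhibition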;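 note: 0% = neutral control wells and 100% = 4 µM acridine orange control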
CDK5 inh = inhibitors of human CDK5/p35 kinase; AID 488839; Q00535+Q15078; Recombinant CDK5/p35, ADP-Glo luminescence, 60 min; 330,000 compounds, 0.01% hits; inhibition, % at 10 µM;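 active = highest replicate inhibition of at least 50% and at least 75% of replicates reaching 50%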;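 note: plate controls were DMSO neutral control for no effect and GW8510 at 10 µM for full effect; many of its hits are not listed in these tables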
Target sequence (Q00535 whole entry, looked up): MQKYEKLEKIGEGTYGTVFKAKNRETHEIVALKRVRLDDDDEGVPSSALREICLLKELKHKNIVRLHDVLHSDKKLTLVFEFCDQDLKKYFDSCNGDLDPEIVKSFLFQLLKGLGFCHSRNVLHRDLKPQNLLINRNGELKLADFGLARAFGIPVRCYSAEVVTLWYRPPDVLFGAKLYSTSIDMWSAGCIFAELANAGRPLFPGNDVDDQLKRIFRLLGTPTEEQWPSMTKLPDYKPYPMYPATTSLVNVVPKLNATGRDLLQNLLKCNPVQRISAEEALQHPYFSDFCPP
Target sequence (Q15078 whole entry, looked up): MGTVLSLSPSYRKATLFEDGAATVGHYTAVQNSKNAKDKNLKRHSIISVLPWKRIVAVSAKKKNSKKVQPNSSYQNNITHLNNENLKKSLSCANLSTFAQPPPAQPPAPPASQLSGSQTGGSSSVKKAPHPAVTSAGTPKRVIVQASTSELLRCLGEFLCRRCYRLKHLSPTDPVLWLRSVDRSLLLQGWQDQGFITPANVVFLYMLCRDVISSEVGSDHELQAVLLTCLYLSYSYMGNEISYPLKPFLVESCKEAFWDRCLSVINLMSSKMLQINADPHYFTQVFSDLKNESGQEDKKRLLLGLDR
PvdQ inh = blocks Pseudomonas aeruginosa PvdQ acylase activity | 340,000 compounds, 0.063% hits | purified PvdQ acylase, fluorescence plate reader | inhibition, % at 10 µM; in the data active = inhibition above about 30%, passing the limit was not always enough;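 note: 0% = vehicle neutral wells and 100% = reference inhibitor wells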
Cardiac RTF inh = cardiac RTF calcium desensitization; AID 493244; 340,000 compounds, 0.12% hits; inhibition, % at 7.15 µM; IANBD-labeled cardiac RTF, Ca2+ fluorescence; P19429+P45379;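 active = inhibition above the mean inhibition of all tested compounds plus 3 SD, cut at about 17% in these data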;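 note: assay run at fixed EC70 calcium of 1.6 mM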
NSD2 inh = inhibitors of human histone methyltransferase NSD2; NSD2 peptide methylation, AlphaScreen, 120 min; inhibition, % at 12.5 µM; 310,000 compounds, 0.54% hits; O96028; in the data active = inhibition above about 50%
Rtt109 Vps75 = inhibitors of Candida albicans Rtt109/Vps75 histone acetyltransferase. Q5AAJ8. purified Rtt109/Vps75, ThioGlo CoA-SH fluorescence, 4 h. inhibition, % at 34.9 µM. 330,000 compounds, 0.16% hits;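 active = inhibition of at least 50% in every replicate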
RTF Ca sens act = cardiac RTF calcium sensitization; activation, % at 7.2 µM; IANBD-labeled TnC RTF fluorescence at EC20 calcium; 0% EC20 calcium, 100% full calcium; P19429+P45379; AID 493008; 340,000 compounds, 0.24% hits;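 active = activation above the mean over all tested compounds plus 3 SD, cut at about 30% in these data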;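 note: rise in fluorescence read as greater calcium sensitivity of cardiac thin filaments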
SUMO Mot1 rescue = SUMOylation pathway inhibition by Mot1-301 growth rescue; S. cerevisiae Mot1-301 growth rescue, ATP luminescence, 38.5C; percent above DMSO median, 100 means doubled; growth rescue, % at 18.8 µM; 320,000 compounds, 1% hits; AID 2716;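 active = every valid replicate shows activation above 250% relative to neutral control wells; inactive = the rest, any valid replicate at or below 250%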;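 note: OY570 slx delta 5 strain wells were the positive control but not used for scaling; some compounds called inactive have numbers as strong as hits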
PfHsp90 set2 = growth inhibition of yeast expressing Plasmodium Hsp90. S. cerevisiae expressing PfHsp90, BacTiter-Glo ATP, 48 h; yeast lacking PDR1 and PDR3 efflux regulators. inhibition, % at 9.4 µM. 310,000 compounds, 0.32% hits. AID 504621;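 active = every replicate shows inhibition above about 80%, whatever the replicate mean, limit read from the data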;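 note: 0% = DMSO neutral controls and 100% = 20 µM radicicol positive controls; yeast relying on Plasmodium falciparum Hsp90 in place of its own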
dFosB activator = enhances mouse delta FosB homodimer DNA binding; P13346; 340,000 compounds, 0.99% hits; activation, % at 25 µM; purified delta FosB, TAMRA-CDK5 oligo fluorescence polarization; percent of positive-control signal above neutral wells;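 active = mean activation above about 17%, with every replicate also reaching it, limit read from the data, passing the limit was not always enough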;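 note: fluorescence polarization rise as delta FosB binds a TAMRA Cdk5 AP-1 oligo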
Target sequence (P13346 whole entry, looked up): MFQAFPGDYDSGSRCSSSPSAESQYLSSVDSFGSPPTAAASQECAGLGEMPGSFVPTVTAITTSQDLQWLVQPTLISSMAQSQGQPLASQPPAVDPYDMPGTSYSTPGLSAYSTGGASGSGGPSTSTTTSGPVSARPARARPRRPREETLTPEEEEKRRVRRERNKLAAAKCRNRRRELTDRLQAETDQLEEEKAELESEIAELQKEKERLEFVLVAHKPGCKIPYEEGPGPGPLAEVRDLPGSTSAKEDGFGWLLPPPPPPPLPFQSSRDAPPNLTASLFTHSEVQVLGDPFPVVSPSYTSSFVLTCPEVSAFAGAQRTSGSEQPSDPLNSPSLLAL
Keap1-Nrf2 PPI = disrupts human Keap1 binding to Nrf2 peptide; Q14145; Keap1 Kelch-Nrf2 peptide fluorescence polarization, 1536-well; inhibition, % at 9.4 µM; 340,000 compounds, 0.15% hits; in the data active = inhibition above about 12%;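 note: human Keap1 Kelch domain with fluorescein labeled Nrf2 9mer peptide probe; 0% = neutral control wells and 100% = peptide positive control; higher means more block of Keap1 binding to Nrf2 peptide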
Active calls of the source: *; nt = not tested or not shown; & = joins results of further samples.

SMILES | LANA DNA inh | CDK5 inh | PvdQ inh | Cardiac RTF inh | NSD2 inh | Rtt109 Vps75 | RTF Ca sens act | SUMO Mot1 rescue | PfHsp90 set2 | dFosB activator | Keap1-Nrf2 PPI
O=[N+]([O-])c1ccccc1/C=C\C=N\N1CCN(c2ccccc2)CC1 | -1.0 | 0.1 | -3 | 6 | 93* | 11 | -4 | 0 | 11 | -7 | 2
O=C(Nc1ccccc1)c1ccccc1N=Cc1ccccc1O | -0.5 | -1.8 | -4 | -1 | -2 | -17 | -4 | -2 | 11 | 0 | 1
Oc1ccccc1/C=N/n1c(-c2cccs2)n[nH]c1=S | 1.1 | -0.7 | -7 | -7 | 5 | nt | 11 | 16 | -10 | -4 | -5
CN(CCC1CCOCC1)C(=O)C1CCC(=O)N(CCc2ccc(Cl)cc2)C1 (stereo not given) | 1.0 | -0.1 | -8 | 2 | -3 | -1 | 2 | 10 | -40 | 1 | -6
COc1ccc(C(=O)C(C)N(C(=O)c2ccc(Cl)cc2Cl)N2C(=O)C3C4C=CC(C4)C3C2=O)cc1 (stereo not given) | -0.6 | 0.4 | -13 | -14 | 1 | 2 | 3 | 13 | 24 | -3 | 2
CN1C(C(=O)NCc2cccc(Br)c2)CC2Cn3c(nc4cc(Cl)c(Cl)cc43)C21 (stereo not given) | -2.0 | 1.1 | -11 | -5 | nt | -2 | 10 | 295 | -7 | -6 | -10
COc1ccc([C@H]2CC(=O)C=C(c3ccc(CO)cc3)C2)cc1 | 1.0 | 0.6 | -3 | -1 | nt | 1 | 11 | -2 | -21 | -5 | 0
Cc1ccc(-n2ncc3c(=O)n(CC(=O)N4CCN(C(=O)c5ccco5)CC4)cnc32)cc1 | 0.1 | 1.3 | -16 | -5 | -2 | -5 | -3 | -4 | -19 | -4 | -4
COc1ccc(NC(=S)N(CCCN2CCCC2)Cc2cccs2)cc1 | -1.2 | 0.7 | -11 | 0 | 4 | 2 | 3 | -12 | -8 | 0 | 0
Clc1ccccc1-c1ncnc2ccc(Br)cc12 | 1.9 | 0.2 | -19 | nt | -1 | 1 | nt | 14 | -12 | -10 | -2
Cc1cc(O)c(C=O)c2c1C(=O)Oc1c(CO)c(O)c3c(c1O2)C(O)OC3=O (stereo not given) | 118* | 7.2 | 12 | 30* | nt | 1 | -29 | -19 | -5 | -16 | 47*
Cc1cc(SCC(=O)c2cccc([N+](=O)[O-])c2)nc(=O)[nH]1 | -0.7 | 1.5 | -8 | -2 | 6 | 1 | 2 | -9 | 4 | -19 | -6
CC(=O)N1CCOc2ccc(S(=O)(=O)NC[C@H]3O[C@@H](n4ccc(=O)[nH]c4=O)[C@H](O)[C@@H]3O)cc21 | 1.4 | 0.9 | 4 | -5 | nt | -5 | 0 | nt | -3 | -2 | 3
COc1ccc(C(=O)N(Cc2ccccc2)c2cccc(C)c2)c(OC)c1OC | 1.5 | -1.1 | -11 | -6 | -2 | 0 | -6 | -30 | 33 | -9 | -2
CN(C(=O)COC(=O)CNC(=O)c1sc2ccccc2c1Cl)C1CCS(=O)(=O)C1 (stereo not given) | -0.5 | 0.8 | -1 | -1 | -1 | 1 | -9 | -12 | nt | 2 | 4
Cc1cc(C)n(-c2nc3ccccc3s2)n1 | -0.3 | -0.3 | -7 | -8 | -3 | -2 | 9 | -4 | -8 | -4 | -3
COc1ccc(S(=O)(=O)N2CCCCCC2)cc1C(=O)N(C)CC(=O)Nc1ccccc1Br | -0.1 | 1.7 | -2 | -2 | 1 | 14 | -9 | -12 | nt | -12 | -5
Cc1cc(C(=O)Nc2cccc(C)c2C)c2ccccc2n1 | -0.1 | 0.8 | -6 | -9 | -2 | 2 | 7 | -13 | 7 | -5 | -4
Cc1cccc(NC(=S)NNC(=S)NCc2ccccc2)c1 | -0.4 | -0.1 | -7 | -7 | 1 | -1 | -5 | nt | nt | -7 | 0
O=C(CCn1cccn1)Nc1ccc2c(c1)OCCO2 | 0.5 | -0.2 | -2 | 0 | 1 | -15 | 0 | -4 | -2 | 8 | 3
O=C(NC(=S)Nc1sc2c(c1C(=O)O)CCCC2)c1ccccc1 | 0.6 | -0.4 | 5 | -6 | 7 | 5 | -3 | 2 | 9 | -4 | -4
CSc1nnc(Nc2ccccc2C)s1 | 0.4 | 0.1 | 0 | 7 | -2 | -3 | 1 | -8 | nt | 1 | 2
Cn1c(SCC(=O)O)nnc1-c1cccc(NC(=O)c2cccc3ccccc23)c1 | -1.2 | -1.4 | -8 | 4 | 2 | 3 | 0 | -11 | -23 | -7 | -3
CCOc1ccccc1C(=O)OCC(=O)Nc1cc(Cl)ccc1Oc1ccccc1 | 1.2 | -0.1 | -12 | -4 | -2 | -1 | -4 | 7 | 20 | -3 | 2
CCN(CC)S(=O)(=O)c1cccc(C(=O)OCC(=O)NCCN2C(=O)CSC2=O)c1 | -0.7 | 0.2 | -17 | -9 | -3 | 11 | -3 | 6 | -15 | 3 | -2
Remaining list, next part
SMILES | LANA DNA inh | CDK5 inh | PvdQ inh | Cardiac RTF inh | NSD2 inh | Rtt109 Vps75 | RTF Ca sens act | SUMO Mot1 rescue | PfHsp90 set2 | dFosB activator | Keap1-Nrf2 PPI
CC1CC(C)(C)NC(=S)N1CCC(=O)N1c2ccccc2CC1C (stereo not given) | 1.3 | 2.2 | 3 | -4 | 2 | 2 | 0 | 103 | nt | -4 | -2
CN(C)CCCn1c(=O)n(C2CCCCC2)c(=O)c2c3c(sc21)CCCCC3 | 2.7 | -2.9 | 0 | 0 | nt | 22 | 3 | -15 | 9 | 4 | 2
COc1ccc(NC(=O)CCCN2C(=O)C(c3ccccc3)Oc3cccnc32)cc1OC (stereo not given) | -0.7 | -3.4 | -11 | 3 | 4 | 2 | 1 | 31 | 10 | -1 | -3
C/C(=N\NC(=O)C(NC(=O)c1ccccc1)C(C)C)c1ccccc1 (stereo not given) | -0.7 | 0.4 | -3 | -6 | -1 | -14 | 0 | 66 | 30 | -2 | -2
O=C1NCCN(Cc2cccc(Oc3ccccc3)c2)C1CC(=O)N1CCCCO1 (stereo not given) | -1.3 | 1.0 | 16 | 7 | -1 | 0 | -3 | 69 | 7 | 1 | -4
CC(=O)c1ccc(N=C2SCCCN2C(=O)C2CCCCC2)cc1 | -0.9 | -3.1 | -12 | -8 | 0 | 7 | 4 | -3 | -8 | -14 | 2
CCOCCCNC(=O)C1CCN(Cc2ccc(OCc3ccccc3)c(OC)c2)CC1 | -0.5 | 0.5 | -15 | 0 | 1 | -6 | -2 | -16 | -5 | -2 | -4
C/C(CC(=O)NCc1ccco1)=N\NC(=O)Cc1ccc(-c2ccccc2)cc1 | -0.8 | -0.7 | -9 | -3 | -1 | 3 | 5 | -19 | -17 | -9 | -2
O=C(NCc1ccc2c(c1)OCO2)c1cccc(C(=O)NCc2ccc3c(c2)OCO3)c1 | 0.2 | 0.3 | 10 | 0 | nt | -14 | -7 | -8 | 21 | 4 | 4
CCOC(=O)N1CCN(c2cc(N3CCOCC3)c(F)cc2[N+](=O)[O-])CC1 | 0.0 | -1.3 | -7 | -3 | 4 | 3 | 0 | -26 | -20 | -3 | 4
COc1ccc(CC(=O)N2CCc3cc(OC)c(OC)cc3C2)cc1 | -1.1 | 1.5 | -10 | -13 | 1 | -1 | 0 | -4 | 19 | 0 | -4
COc1ccc(C2(C(=O)N3CCC(n4nc(-c5ccccc5)oc4=O)CC3)CC2)cc1 | -1.0 | 2.1 | -6 | -2 | 2 | 3 | -3 | -11 | 36 | -9 | 0
O=[N+]([O-])c1ccc(N2CCN(Cc3ccc([N+](=O)[O-])o3)CC2)cc1 | 0.4 | 2.3 | -19 | -9 | 1 | -1 | 2 | 236 | -17 | 4 | 2
CCc1cn([C@H]2C[C@H](O)[C@@H](CO)O2)c(=O)[nH]c1=O | -1.1 | -3.8 | -15 | 1 | nt | -1 | 11 | -8&-12 | 35 | -3 | -7
COc1cc(/C=C/C(=O)OCC(=O)Nc2cccc(F)c2)ccc1O | 0.5 | -5.5 | -15 | -9 | 0 | 1 | 1 | -3 | nt | -3 | -4
COc1ccc(NC(=O)CC2Nc3ccccc3NC2=O)c([N+](=O)[O-])c1 (stereo not given) | -0.8 | 0.3 | -5 | -6 | 0 | -15 | -3 | -7 | nt | -3 | 0
COc1ccc(C2/C(=C(/O)c3ccc4c(c3)CC(C)O4)C(=O)C(=O)N2CCCn2ccnc2)cc1OC (stereo not given) | 2.9 | nt | -13 | -19 | -3 | -1 | 0 | nt | -13 | -8 | -7
CN1CCN(CCC(=O)N/N=C/c2ccccn2)CC1 | 0.0 | 1.2 | -13 | -14 | -9 | 12 | -1 | 5 | -22 | 2 | -2
CC(CC(=O)O)Nc1ccccc1O (stereo not given) | 0.7 | -0.2 | -10 | -6 | 1 | 7 | 4 | -15 | 29 | 4 | -1
CC1Cc2ccccc2N1C(=O)COC(=O)c1ccc(O)cc1 (stereo not given) | -0.8 | 3.7 | 26 | -11 | 2 | 52* | 3 | -13 | 11 | -8 | -2
c1ccc(-c2ccccc2-c2nc(-c3cccnc3)no2)cc1 | 0.5 | -1.2 | -3 | -1 | -2 | -2 | -2 | -8 | -5 | -13 | -2
COc1ccc(S(=O)(=O)NC(Cc2ccccc2)C(=O)O)cc1 (stereo not given) | 1.2 | 0.9 | -1 | 5 | -5 | 3 | -1 | 12 | 21 | 2 | -1
CCOc1ccccc1Nc1nnc(SCC(=O)NC(=O)c2cccn2C)s1 | 0.4 | -0.6 | -4 | 9 | -1 | -4 | -3 | 8 | 6 | -16 | -2
COc1ccccc1C1CCN(Cc2cccc(C(=O)N3CCC(O)CC3)c2)CC1 | 1.7 | -0.7 | 9 | -7 | 4 | 13 | -4 | 112 | -1 | 2 | -7
CC(CC(=O)Nc1nncs1)c1ccccc1 (stereo not given) | 0.8 | 0.9 | 10 | 2 | 0 | 3 | -4 | -2 | -2 | -3 | -4
Cc1ccc2c(c1)N(Cc1cccc(F)c1)C(=O)C(C)O2 (stereo not given) | -1.6 | -0.5 | -8 | -14 | -1 | -3 | -5 | 10 | -17 | -3 | -3
Cc1noc(C)c1COC(=O)c1csc2c1CCC(C)C2 (stereo not given) | -2.5 | -8.4 | -1 | -6 | -2 | -5 | 3 | 15 | -13 | -10 | -5
Oc1ccc(/C=N/NC(=S)Nc2cccnc2)c(O)c1 | 3.7 | 5.2 | 0 | 3 | -7 | 5 | -3 | 125 | 12 | -7 | 3

LANA DNA inh, hit marks shown above
Molecule | LANA DNA inh | CDK5 inh | PvdQ inh | NSD2 inh | Rtt109 Vps75 | SUMO Mot1 rescue | dFosB activator | Keap1-Nrf2 PPI
Cc1cc(O)c(C=O)c2c1C(=O)Oc1c(CO)c(O)c3c(c1O2)C(O)OC3=O (stereo not given) | 118* | 7.2 | 12 | nt | 1 | -19 | -16 | 47*
